Screens deposited in PubChem BioAssay by NMMLSC.
S aureus QS inh = inhibitors of bacterial quorum sensing in S. aureus; S. aureus RN6390 RNAIII-GFP reporter, AIP-induced, flow cytometry 3 h; hit rate 0.3% among 24,000; AID 527; inhibition, % at 2 µM;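 active = share of bacteria positive for the green fluorescent reporter and its mean brightness both inhibited by 50% or more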;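 note: 0% = AIP-stimulated control and 100% = unstimulated bacteria without AIP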
S aureus QS inh GFP MFI % = recorded beside S aureus QS inh, whose call it bears; inhibition, %; measured here: inhibition of GFP MFI
An asterisk follows results filed as active.

CCc1ccc(CNCc2cccnc2)cc1 was read as S aureus QS inh -3 and S aureus QS inh GFP MFI % -1.
`CCOc1ccccc1N(C(=O)Cn1nnnc1-c1ccc(C)o1)C(CC)C(=O)NC(C)(C)C` (stereo not drawn) gave S aureus QS inh 0 and S aureus QS inh GFP MFI % -1.
Screening CN(C)C(=O)CSc1nnc([C@H](Cc2c[nH]c3ccccc23)NC(=O)OC(C)(C)C)o1 returned S aureus QS inh 0 and S aureus QS inh GFP MFI % 28.
COc1ccc(C)cc1NC(=O)c1nnn(Cc2cc(C)ccc2C)c1N was read as S aureus QS inh 0 and S aureus QS inh GFP MFI % 3.
For Cc1ccnc(NS(=O)(=O)c2ccc(N=CC3=C(O)CC(C)(C)CC3=O)cc2)n1 the results were S aureus QS inh -2 and S aureus QS inh GFP MFI % -8.
`CC(=O)Nc1ccc(Oc2ccc3nc(C)[nH]c3c2)cc1` gave S aureus QS inh -1 and S aureus QS inh GFP MFI % -1.
For CC(C)N1CCC2(CC1)N=C(c1ccc3c(c1)OCO3)CC(c1cc(Cl)ccc1O)N2 (stereo not drawn) the results were S aureus QS inh 14 and S aureus QS inh GFP MFI % 15.
CC(=O)CC(=O)Nc1ccccc1NC(C)=O was read as S aureus QS inh -1 and S aureus QS inh GFP MFI % 0.
`NS(=O)(=O)c1ccc(CCNc2cc(=O)n(Cc3ccc(F)cc3)c(=O)[nH]2)cc1` gave S aureus QS inh 9 and S aureus QS inh GFP MFI % 13.
O=C(CN1CCN(Cc2ccccc2)CC1)N1CCCc2c1c(=O)oc1ccc(O)cc21 was read as S aureus QS inh -3 and S aureus QS inh GFP MFI % -4.
For Cc1cc(C)n2nc(SCC(=O)N(C)c3ccccc3)nc2n1 the results were S aureus QS inh -2 and S aureus QS inh GFP MFI % -8.
`COc1ccc(-c2nc(C(N)=O)c3[nH]c(=O)n(-c4cccc(Cl)c4)c3n2)cc1OC` gave S aureus QS inh 18 and S aureus QS inh GFP MFI % 18.
CC(C)c1ccc(CNc2ccc(N3CCOCC3)cc2)cc1 was read as S aureus QS inh 9 and S aureus QS inh GFP MFI % 24.
`O=C(NC1CCN(Cc2ccccc2)CC1)C1CCN(S(=O)(=O)c2cccc3cccnc23)CC1` gave S aureus QS inh -2 and S aureus QS inh GFP MFI % 0.
`O=C(NCCCNC(=O)c1ccccn1)c1ccccn1` gave S aureus QS inh 0 and S aureus QS inh GFP MFI % 4.
Screening CC(NS(C)(=O)=O)C(c1cccs1)N1CCN(c2ccccc2F)CC1 (stereo not drawn) returned S aureus QS inh -1 and S aureus QS inh GFP MFI % -19.
For CC1=C(C(=O)NCc2ccccn2)C2(CCC(C)CC2)OC1=O (stereo not drawn) the results were S aureus QS inh -5 and S aureus QS inh GFP MFI % -9.
COC(=O)Cn1cnc2sc(C)c(S(=O)(=O)N3CCC(C)CC3)c2c1=O was read as S aureus QS inh -4 and S aureus QS inh GFP MFI % -10.
For CCOC(=O)CN1CC23C=CC(O2)C(C(=O)NCc2ccccc2OC)C3C1=O (stereo not drawn) the results were S aureus QS inh -6 and S aureus QS inh GFP MFI % -14.
For CCOc1ccc(-c2cc(CCCC(=O)N3CCN(c4ccc(OC)cc4)CC3)no2)cc1 the results were S aureus QS inh -2 and S aureus QS inh GFP MFI % 0.
Screening CC(=O)C1=C(C)NC(SCSc2ccccc2)=C(C#N)C1c1cccnc1 (stereo not drawn) returned S aureus QS inh 0 and S aureus QS inh GFP MFI % 10.
`COc1ccc(N2CC(O)=C(c3nc4ccccc4s3)C2=N)c(OC)c1` gave S aureus QS inh 10 and S aureus QS inh GFP MFI % 20.
Cn1c(=O)cc(SCC(=O)NCCCN2CCOCC2)c2ccccc21 was read as S aureus QS inh -4 and S aureus QS inh GFP MFI % -10.
`Cc1ccc(CN2C(=O)CSc3ccc(C(=O)NCCN4CCOCC4)cc32)cc1` gave S aureus QS inh 0 and S aureus QS inh GFP MFI % 4.
`O=C(Nc1ccncc1)c1cccc(F)c1` gave S aureus QS inh 1 and S aureus QS inh GFP MFI % 5.
CCN(CC)S(=O)(=O)c1ccc(Nc2nc3ccccc3n3nnnc23)cc1 was read as S aureus QS inh 2 and S aureus QS inh GFP MFI % 8.
For CCOC(=O)N1CCC(NC(=O)CCc2c(C)nc3nc(C)nn3c2C)CC1 the results were S aureus QS inh -2 and S aureus QS inh GFP MFI % -3.
`COc1ccc(Br)cc1/C=c1\sc2nc(-c3ccco3)nn2c1=O` gave S aureus QS inh 0 and S aureus QS inh GFP MFI % 34.
CCOc1ccc2nc(NC(=O)C3CCN(S(=O)(=O)c4cnc[nH]4)CC3)sc2c1 was read as S aureus QS inh -3 and S aureus QS inh GFP MFI % 5.
Screening COc1ccc(NC(=O)CC(NCCc2ccccc2)C(=O)O)c(OC)c1 (stereo not drawn) returned S aureus QS inh -4 and S aureus QS inh GFP MFI % -5.
For Cc1ccccc1C(=O)c1cccn1CC(=O)NCC1CCCO1 (stereo not drawn) the results were S aureus QS inh -4 and S aureus QS inh GFP MFI % -39.
`CC(C)n1c(CNC(=O)c2ccccc2)nc2ccccc21` gave S aureus QS inh -21 and S aureus QS inh GFP MFI % -61.
COc1ccc(C2=CC(=O)OC3(CCCCC3)O2)cc1 was read as S aureus QS inh 2 and S aureus QS inh GFP MFI % 13.
For CCCc1c(O)nc(SCC(=O)NCCc2ccc(OC)c(OC)c2)[nH]c1=O the results were S aureus QS inh -2 and S aureus QS inh GFP MFI % 10.
Screening COc1ccc(CC(=O)N2CCOCC2)cc1OC returned S aureus QS inh 0 and S aureus QS inh GFP MFI % 12.
`CCOC(=O)C1CCN(c2c(NCCN3CCN(c4ccccc4)CC3)c(=O)c2=O)CC1` gave S aureus QS inh -3 and S aureus QS inh GFP MFI % -14.
CCOc1ccc(C(=O)Nc2ccc(Cl)cn2)cc1Cl was read as S aureus QS inh -2 and S aureus QS inh GFP MFI % 2.
COc1cccc(S(=O)(=O)Nc2ccc(C(=O)N3CCN(C(=O)c4ccco4)CC3)cc2)c1 was read as S aureus QS inh 0 and S aureus QS inh GFP MFI % 2.
Screening O=C(c1oc(=O)c2ccccc2c1-c1ccccc1)N1CCOCC1 returned S aureus QS inh -4 and S aureus QS inh GFP MFI % -16.
O=C(NCc1ccco1)c1ccc(CS(=O)(=O)Cc2ccc(F)cc2)o1 was read as S aureus QS inh 2 and S aureus QS inh GFP MFI % 4.
`Cc1csc(NC(=O)C2CCCN2C(=O)Oc2ccccc2)n1` (stereo not drawn) gave S aureus QS inh -1 and S aureus QS inh GFP MFI % -22.
For Cc1nnc(SCCCn2c(N3CCCCC3)nc3c2c(=O)[nH]c(=O)n3C)s1 the results were S aureus QS inh 2 and S aureus QS inh GFP MFI % 9.
COc1cc(C)c(C(N)=O)c(OC)n1 was read as S aureus QS inh 1 and S aureus QS inh GFP MFI % 8.
`CN(C)C(CNc1nnnn1-c1ccccc1)c1ccco1` (stereo not drawn) gave S aureus QS inh -1 and S aureus QS inh GFP MFI % -1.
Cc1nccc2[nH]c(=O)c(C(=O)NC3CCCCC3C)cc12 (stereo not drawn) was read as S aureus QS inh 7 and S aureus QS inh GFP MFI % 27.
`COc1ccccc1NC(=O)c1oc2ccccc2c1NC(=O)c1cc(OC)c(OC)c(OC)c1` gave S aureus QS inh -4 and S aureus QS inh GFP MFI % -8.
For O=C1CC(c2cccc(Cl)c2)Cc2nc(N3CCN(c4ccccc4)CC3)ncc21 (stereo not drawn) the results were S aureus QS inh 0 and S aureus QS inh GFP MFI % -4.
`CC(C)N(Cc1nc(-c2ccc(Cl)cc2)no1)C(=O)CN(C)S(=O)(=O)c1ccc(Cl)cc1` gave S aureus QS inh 21 and S aureus QS inh GFP MFI % 32.
Cc1ccccc1S(=O)(=O)Cc1ccc(C(=O)NCc2cccnc2)o1 was read as S aureus QS inh 2 and S aureus QS inh GFP MFI % 15.
`CCC(=O)c1coc2ccc(O)cc12` gave S aureus QS inh 0 and S aureus QS inh GFP MFI % -5.
For CCOC(=O)NC1(NCc2ccccc2)Oc2ccccc2O1 the results were S aureus QS inh -1 and S aureus QS inh GFP MFI % -9.
O=C(O)C1CCCCC1C(=O)Nc1ccc(Cl)cc1Cl (stereo not drawn) was read as S aureus QS inh -1 and S aureus QS inh GFP MFI % -6.
Screening N#CC(C(=O)c1ccco1)c1ccccn1 (stereo not drawn) returned S aureus QS inh 0 and S aureus QS inh GFP MFI % 4.
Cc1cc(C(=O)NCCCN2CCOCC2)n(-c2ccccc2)n1 was read as S aureus QS inh -2 and S aureus QS inh GFP MFI % -4.
`Cc1cc(C)n2nc(CC(=O)NC3CCCC(C)C3C)nc2n1` (stereo not drawn) gave S aureus QS inh 1 and S aureus QS inh GFP MFI % 0.
`CCOC(=O)C(C)Sc1nnc(Cc2cc(=O)[nH]c(=O)[nH]2)n1-c1ccc(Cl)cc1` (stereo not drawn) gave S aureus QS inh -2 and S aureus QS inh GFP MFI % -1.
`O=C(Nc1cccc(C(F)(F)F)c1)c1cc(-c2cccs2)on1` gave S aureus QS inh 13 and S aureus QS inh GFP MFI % 42.
For CCCN(CCC)S(=O)(=O)c1cc(Br)cc2c1N(C(=O)CC)CC2 the results were S aureus QS inh 47 and S aureus QS inh GFP MFI % 47.
Screening Cn1c(=O)cc(SCC(=O)NCC2CCCO2)c2ccc(Cl)cc21 (stereo not drawn) returned S aureus QS inh -3 and S aureus QS inh GFP MFI % -24.
For CCN(CC)S(=O)(=O)c1ccc2oc(C(=O)NCC3COc4ccccc4O3)c(C)c2c1 (stereo not drawn) the results were S aureus QS inh -2 and S aureus QS inh GFP MFI % -8.
Screening CCN(CC(=O)Nc1c(C(=O)OC)[nH]c2ccccc12)c1ccc2c(c1)OCO2 returned S aureus QS inh 0 and S aureus QS inh GFP MFI % 0.
Screening CN1C(=O)c2ccccc2C(C(=O)NCC2CCCO2)C1c1c[nH]c2ccccc12 (stereo not drawn) returned S aureus QS inh -2 and S aureus QS inh GFP MFI % -8.
For COc1cc(C(=O)OCc2cc3ccccc3[nH]c2=O)cc(OC)c1OC the results were S aureus QS inh -2 and S aureus QS inh GFP MFI % -10.
Screening CCOC(=O)N1CCN(c2nc(-c3cccc(OC)c3)cc(C(F)(F)F)n2)CC1 returned S aureus QS inh 1 and S aureus QS inh GFP MFI % 6.
Screening O=C1CCN(C(=O)c2ccccc2)C2CCCCC12 (stereo not drawn) returned S aureus QS inh -1 and S aureus QS inh GFP MFI % -62.
`CCn1c(SC)nc2c(c1=O)SC(C)C2` (stereo not drawn) gave S aureus QS inh -1 and S aureus QS inh GFP MFI % 21.
Screening CCOC(=O)N1CCN(CC(O)COc2c(OC)cccc2OC)CC1 (stereo not drawn) returned S aureus QS inh 2 and S aureus QS inh GFP MFI % 3.
`COc1cc(NC(=O)C2CC(c3cccc(OC)c3OC)=NO2)cc(OC)c1OC` (stereo not drawn) gave S aureus QS inh 1 and S aureus QS inh GFP MFI % 8.
`CCCCN(CC)CCCNC(=O)c1cc2cc3ccc(OC)cc3nc2o1` gave S aureus QS inh -1 and S aureus QS inh GFP MFI % -11.
For O=C(CSc1n[nH]c(=O)[nH]c1=O)c1ccccc1 the results were S aureus QS inh 0 and S aureus QS inh GFP MFI % 14.
Screening CCOC(=O)CSc1nnc(Cc2cc(=O)[nH]c(=O)[nH]2)n1-c1cccc(OC)c1 returned S aureus QS inh 1 and S aureus QS inh GFP MFI % 1.
Screening Cn1c2ccccc2c(=O)n2c(=O)c3ccccc3cc12 returned S aureus QS inh -3 and S aureus QS inh GFP MFI % -14.
CCCN1C(=O)c2cc(C(=O)NC3CCCCCC3)ccc2C1O (stereo not drawn) was read as S aureus QS inh -2 and S aureus QS inh GFP MFI % -14.
Screening Cc1nc2c(-c3ccc(F)cc3)c(C)nn2c(C)c1CCC(=O)NC(C)CCc1ccco1 (stereo not drawn) returned S aureus QS inh 17 and S aureus QS inh GFP MFI % 35.
Cc1c(C(=O)NCCCN2CCOCC2)sc2nc(-c3ccc(F)cc3)cn12 was read as S aureus QS inh 2 and S aureus QS inh GFP MFI % 6.
CC1=Nn2c(nnc2-c2cc(-c3ccccc3)n[nH]2)SC1 was read as S aureus QS inh 0 and S aureus QS inh GFP MFI % 8.
`COc1cc(C(=O)N2CCN(c3cc(Cl)ccc3Cl)CC2)cc(OC)c1OC` gave S aureus QS inh 2 and S aureus QS inh GFP MFI % 25.
`CCN(CC)S(=O)(=O)c1ccc(Br)c(OC)c1` gave S aureus QS inh 0 and S aureus QS inh GFP MFI % 18.
`COc1ccc(CCNC(=O)c2ccc3nc(-c4ccco4)c(-c4ccco4)nc3c2)cc1OC` gave S aureus QS inh 6 and S aureus QS inh GFP MFI % 29.

Ten entries out of the list, sorted by molecular weight, highest first.
`COc1ccc(CCNC(=O)c2ccc3nc(-c4ccco4)c(-c4ccco4)nc3c2)cc1OC` gave S aureus QS inh 6 and S aureus QS inh GFP MFI % 29.
Screening Cc1nc2c(-c3ccc(F)cc3)c(C)nn2c(C)c1CCC(=O)NC(C)CCc1ccco1 (stereo not drawn) returned S aureus QS inh 17 and S aureus QS inh GFP MFI % 35.
Screening CCOC(=O)CSc1nnc(Cc2cc(=O)[nH]c(=O)[nH]2)n1-c1cccc(OC)c1 returned S aureus QS inh 1 and S aureus QS inh GFP MFI % 1.
`COc1cc(NC(=O)C2CC(c3cccc(OC)c3OC)=NO2)cc(OC)c1OC` (stereo not drawn) gave S aureus QS inh 1 and S aureus QS inh GFP MFI % 8.
Cc1c(C(=O)NCCCN2CCOCC2)sc2nc(-c3ccc(F)cc3)cn12 was read as S aureus QS inh 2 and S aureus QS inh GFP MFI % 6.
`CCCCN(CC)CCCNC(=O)c1cc2cc3ccc(OC)cc3nc2o1` gave S aureus QS inh -1 and S aureus QS inh GFP MFI % -11.
CCCN1C(=O)c2cc(C(=O)NC3CCCCCC3)ccc2C1O (stereo not drawn) was read as S aureus QS inh -2 and S aureus QS inh GFP MFI % -14.
CC1=Nn2c(nnc2-c2cc(-c3ccccc3)n[nH]2)SC1 was read as S aureus QS inh 0 and S aureus QS inh GFP MFI % 8.
Screening Cn1c2ccccc2c(=O)n2c(=O)c3ccccc3cc12 returned S aureus QS inh -3 and S aureus QS inh GFP MFI % -14.
For O=C(CSc1n[nH]c(=O)[nH]c1=O)c1ccccc1 the results were S aureus QS inh 0 and S aureus QS inh GFP MFI % 14.

This is a subset. The share of hits here may be higher or lower than overall.
